Assay outcomes deposited in PubChem by Center for Chemical Genomics, University of Michigan.
Dicer inh – human Dicer pre-microRNA cleavage inhibition; cat-ELCCA pre-miR-21 Dicer processing, chemiluminescence; active compounds read high; Q9UPY3; 47,000 compounds, 6% hits; z-score at 25 µM; in the data active means z-score above about 3, passing the limit was not always enough;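 further: plate controls were vehicle for no effect and no enzyme for full effect; higher signal means more uncleaved substrate so more Dicer inhibition; strong numbers were not always called active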
Target sequence (Q9UPY3 whole entry, looked up): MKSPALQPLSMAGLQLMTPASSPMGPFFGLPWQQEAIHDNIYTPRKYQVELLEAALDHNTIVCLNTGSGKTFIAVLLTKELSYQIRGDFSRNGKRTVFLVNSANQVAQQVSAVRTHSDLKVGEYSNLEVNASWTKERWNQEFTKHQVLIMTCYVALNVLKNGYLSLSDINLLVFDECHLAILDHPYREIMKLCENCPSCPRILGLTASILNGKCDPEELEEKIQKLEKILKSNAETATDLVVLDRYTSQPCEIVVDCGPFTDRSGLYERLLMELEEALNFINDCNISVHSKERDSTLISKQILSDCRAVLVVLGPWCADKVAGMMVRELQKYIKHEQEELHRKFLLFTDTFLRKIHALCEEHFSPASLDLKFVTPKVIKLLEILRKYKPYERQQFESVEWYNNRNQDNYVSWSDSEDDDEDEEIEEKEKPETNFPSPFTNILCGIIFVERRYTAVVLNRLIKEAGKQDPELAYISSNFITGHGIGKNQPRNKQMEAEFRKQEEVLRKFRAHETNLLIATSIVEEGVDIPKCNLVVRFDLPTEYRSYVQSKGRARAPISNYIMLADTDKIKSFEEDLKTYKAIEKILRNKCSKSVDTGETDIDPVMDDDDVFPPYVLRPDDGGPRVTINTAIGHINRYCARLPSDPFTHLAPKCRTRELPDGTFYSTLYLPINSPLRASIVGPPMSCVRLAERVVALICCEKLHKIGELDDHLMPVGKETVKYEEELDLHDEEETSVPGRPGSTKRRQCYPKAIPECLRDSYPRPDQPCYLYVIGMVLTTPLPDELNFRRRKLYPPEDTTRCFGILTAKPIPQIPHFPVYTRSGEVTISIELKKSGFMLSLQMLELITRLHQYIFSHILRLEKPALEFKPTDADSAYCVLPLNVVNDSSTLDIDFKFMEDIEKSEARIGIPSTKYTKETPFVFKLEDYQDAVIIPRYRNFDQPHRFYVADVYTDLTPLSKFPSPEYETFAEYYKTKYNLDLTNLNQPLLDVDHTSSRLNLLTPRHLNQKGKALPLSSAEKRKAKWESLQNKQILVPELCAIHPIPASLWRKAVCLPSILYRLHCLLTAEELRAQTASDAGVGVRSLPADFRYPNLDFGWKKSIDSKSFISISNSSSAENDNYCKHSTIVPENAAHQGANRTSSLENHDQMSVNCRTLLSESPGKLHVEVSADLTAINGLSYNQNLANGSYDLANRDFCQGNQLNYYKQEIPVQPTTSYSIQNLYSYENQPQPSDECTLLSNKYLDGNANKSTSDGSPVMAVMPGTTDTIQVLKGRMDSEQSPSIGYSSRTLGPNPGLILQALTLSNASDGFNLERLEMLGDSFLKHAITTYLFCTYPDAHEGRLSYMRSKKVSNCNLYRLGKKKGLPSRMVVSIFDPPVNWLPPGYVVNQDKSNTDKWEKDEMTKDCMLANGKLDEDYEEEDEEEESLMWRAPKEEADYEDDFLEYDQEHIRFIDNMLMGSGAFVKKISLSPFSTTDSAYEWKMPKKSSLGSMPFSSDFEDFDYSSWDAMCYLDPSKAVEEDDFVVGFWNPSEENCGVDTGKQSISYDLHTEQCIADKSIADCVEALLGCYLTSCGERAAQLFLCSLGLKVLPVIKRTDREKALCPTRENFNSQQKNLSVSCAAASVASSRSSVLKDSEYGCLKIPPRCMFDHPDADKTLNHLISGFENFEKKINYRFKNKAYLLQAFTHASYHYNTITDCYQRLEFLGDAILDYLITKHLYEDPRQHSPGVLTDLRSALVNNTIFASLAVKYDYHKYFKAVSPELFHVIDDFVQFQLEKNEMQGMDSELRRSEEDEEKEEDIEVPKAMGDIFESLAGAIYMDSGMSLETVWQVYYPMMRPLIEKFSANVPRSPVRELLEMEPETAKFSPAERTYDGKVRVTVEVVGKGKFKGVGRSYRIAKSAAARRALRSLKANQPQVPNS
The depositor's hits bear a star. Not all compounds are listed. The share of hits here may be higher or lower than overall.

smiles | Dicer inh
CC(=O)N1N=C(c2cccnc2)OC1c1ccc(C(C)C)cc1 (configuration not stated) | -0.46
CCOC(=O)C1=C(C)Nc2nnnn2C1c1cc(Br)ccc1OC (configuration not stated) | 47*
COC(=O)c1cc(C#N)c(SCC(=O)c2ccc(Cl)cc2)nc1C(OC)OC | -0.64
COc1ccc(-c2cnc(NCc3ccc(Cl)cc3)n2C)cc1 | -0.45
CCOC(=O)c1sc(SCc2ccc(Cl)cc2)c2c1-c1sccc1N(C)S2(=O)=O | -1.7
Cn1c(NCc2ccccc2)nc(-c2cccs2)c(C#N)c1=O | 1.4
CSCCC(NCc1ccccc1O)C(=O)O (configuration not stated) | 0.77
N#C/C(=C\c1ccsc1Sc1ccc(Cl)cc1)C(=O)c1cccs1 | 0.02
Cc1ccc(S(=O)(=O)NC2=NCN(Cc3ccccc3)CN2)cc1 | 4.6*
COC(=O)/C(C#N)=C/c1ccc(Cl)c(Cl)c1 | 2
CSc1nc(-c2ccco2)nn1C(=O)c1ccccc1 | 3.4*
CCOC(=O)CSc1nc(N)c2c3c(sc2n1)COC(C)(C)C3 | -0.6
Cn1cc(-c2nc3ccccc3s2)c(N)n1 | -0.89
O=C(Nn1c(=S)[nH]c2ccc(Cl)cc2c1=O)c1cccnc1Oc1ccccc1 | -0.42
CCOC(=O)c1c[nH]c2c(-c3ccccc3)c(C(F)(F)F)sc2c1=O | 0.13

More results
smiles | Dicer inh
Clc1ccc2nc(-c3ccc(Cl)c(Cl)c3)cnc2c1 | 0.88
CCOC(=O)C1=C(N)Oc2ccccc2C1C(C#N)C#N (configuration not stated) | -0.43
CCC(CO)NS(=O)(=O)c1cc(-c2nnc3c4ccccc4c(C)nn23)ccc1OC (configuration not stated) | 2.8
COc1cccc(C2CC(=O)NC(SC)=C2C#N)c1 (configuration not stated) | 0.93
Cc1ccc(S(=O)(=O)NCCC2=CCCCC2)cc1 | 1.2
CCOC(=O)c1cnn(-c2ccccc2)c1NC(=O)CN1CCN(c2ccccc2)CC1 | -0.25
Cn1c(-c2cccs2)nc2ccccc21 | -0.34
Cc1cc(C)c2oc(-c3ccc(C)c(NC(=O)c4ccc([N+](=O)[O-])o4)c3)nc2c1 | 2
O=C(N/N=C/c1ccc(O)cc1)N/N=C/c1ccc(O)cc1 | -2
O=C(Cn1cc(C(=O)c2ccco2)c2ccccc21)Nc1ccc(Cl)cc1 | -0.83
Cc1cccc(C2CC(c3ccc(Cl)cc3)Nc3nc(N)nn32)c1 (configuration not stated) | -1.1
CCCCCOc1ccc(C2C(C(=O)OCC)=C(C)N=C3SC(C)C(=O)N32)cc1 (configuration not stated) | -0.16
O=C1CC(N2CCN(CCO)CC2)C(=O)N1c1ccc(Br)cc1 (configuration not stated) | -2.2
CCOC(=O)c1ccc2nc(C(F)(F)F)cc(N3CCN(c4ccccc4)CC3)c2c1 | 0.64
COc1ccccc1C1=NOC(Cn2c(NCc3ccccc3)nc3c2c(=O)n(C)c(=O)n3C)C1 (configuration not stated) | -0.52

(further entries)
smiles | Dicer inh
Cn1c(=O)c2c(ncn2CC(=O)NCc2ccco2)n(C)c1=O | 1.8
Cc1ccc(S(=O)(=O)c2ccc(C(=O)Nc3ccc(Cl)cc3)cc2[N+](=O)[O-])cc1 | 2.3
O=c1c(-c2ccccc2)c(O)c2ccccc2n1-c1ccccc1 | -0.71
CC1=NN(c2cccc(C(=O)O)c2)C(=O)C1 | -3.6
CC(C)N(Cc1ccccc1)S(=O)(=O)c1ccccc1 | -1.2
NC1=NC(c2ccccc2Cl)n2c(nc3ccccc32)N1 (configuration not stated) | 1.2
COc1ccc(OC)c(Sc2ccc([N+](=O)[O-])cc2)c1 | 4.5*
COC(=O)c1sc(SC)c(C#N)c1-c1ccccc1Cl | -3.5
Cc1nccc(-c2cccc(S(=O)(=O)NCc3c(-c4ccccc4)noc3C)c2)n1 | -0.6
NC(=O)C1=C(O)C(=O)N(C2CCCCC2)C1 | -0.75
C[C@H](CS)C(=O)N1CCC[C@H]1C(=O)O | 1.7
CCOC(=O)c1ccc(-n2cccc2)cc1 | -0.67
CCSC1=C(C#N)C(c2cccs2)C(C(=O)Nc2ccccc2)=C(C)N1 (configuration not stated) | 0.2
CC1=C(C(=O)Nc2cccc(C)n2)C(c2ccsc2)C2=C(CC(C)(C)CC2=O)N1 (configuration not stated) | 0.2
C=CCNC(=O)CSc1nccc(-c2sc3sc(Br)c(C)c3c2C)n1 | 1.6

New compounds follow:
smiles | Dicer inh
CCc1ccc(N2CC(C)Cn3c2nc2c3c(=O)n(CC(=O)O)c(=O)n2C)cc1 (configuration not stated) | 0.03
CN(C)[C@@H]1C(=O)C(C(N)=O)=C(O)[C@@]2(O)C(=O)C3=C(O)c4c(O)ccc(Cl)c4[C@@H](O)[C@H]3C[C@@H]12 | 0.22
COc1ccc(S(=O)(=O)Nc2cc(Cl)c3oc(=O)sc3c2)cc1OC | 4.3*
CCCS(=O)(=O)/C(C#N)=C/c1cc(C(F)(F)F)cc(C(F)(F)F)c1 | -0.36
Cc1cc(S(=O)(=O)NNc2ncnc3c2cnn3C)c(C)cc1Cl | 1.3
Cc1onc(-c2c(Cl)cccc2Cl)c1C(=O)OC1=CC(=O)CC(C)(C)C1 | -0.98
Cc1ccc(Sc2ncccc2-n2cccc2)cc1 | -2
Cc1nccn1-c1c2c(c(C#N)c3nc4ccccc4n13)CCCC2 | 2.2
Cc1ccc(-c2c(C(=O)O)nnn2-c2nonc2N)cc1 | -1.9
CCOC(=O)CNC(=O)c1cc(OC)c(OC)c(OC)c1 | 0.8
CC1(C)CC(=O)C2=C(C1)Nc1ccc3ccccc3c1C2c1ccccn1 (configuration not stated) | 0.86
COc1ccc(C2SCCN2S(=O)(=O)c2ccccc2)cc1 (configuration not stated) | -0.35
N#Cc1nn(-c2ccccc2)c(=O)n(Cc2ccc(Cl)cc2Cl)c1=O | 0.36
CCCCCCC(=O)Oc1ccc(N2C(=O)CCC2=O)cc1 | 1.4
CCCCCCCCCCCCCCCC[N+](C)(C)CCN(Cc1ccc(OC)cc1)c1ncccn1 | -0.06

The list continues:
smiles | Dicer inh
COC(=O)c1sccc1Oc1ccc(C(F)(F)F)cc1NC(=O)c1ccccc1 | -0.45
C=CCN1C(=O)C(O)(CC(=O)c2ccc(N)cc2)c2ccccc21 (configuration not stated) | -0.99
COc1cccc2c1OC(CCSC)N1N=C(c3ccccc3O)CC21 (configuration not stated) | 0.3
COCCCn1c2c(c(=O)[nH]c1=O)C(c1ccc(F)cc1)C1=C(N2)c2ccccc2C1=O (configuration not stated) | -1.2
CCOc1ccc2nc(SC3CC(=O)N(c4cccc(OC)c4)C3=O)sc2c1 (configuration not stated) | 0.13
Cc1c(S(=O)(=O)N2CCOCC2)ccc(Cl)c1F | 0.11
CCS(CC)=NS(=O)(=O)c1ccc([N+](=O)[O-])cc1 | -0.98
c1ccc(NCCNc2ccccc2)cc1 | 0.57
Cc1ccc(-c2nnc3c4ccccc4c(C)nn23)cc1S(=O)(=O)NC(C)(C)CO | 1.9
c1ccc(CN2CCC(N3CCN(C4CCCCC4)CC3)CC2)cc1 | 0.42
COc1ccc(Nc2n[nH]c(N)n2)cc1 | 5.6*
O=C(O)CSc1cccc2cccc(Cl)c12 | -1.6
Cc1nc(S(=O)(=O)N2CCC(NC(=O)c3ccccc3)CC2)cn1C | 2
c1ccc(SC(Sc2ccccc2)c2ccccc2)cc1 | -1
CCCCOC(=O)Nc1ccc(N(C)C)cc1 | -1.1

Ordered by heavy-atom count (highest first): some entries from above
smiles | Dicer inh
CCOc1ccc2nc(SC3CC(=O)N(c4cccc(OC)c4)C3=O)sc2c1 (configuration not stated) | 0.13
COc1cccc2c1OC(CCSC)N1N=C(c3ccccc3O)CC21 (configuration not stated) | 0.3
c1ccc(NCCNc2ccccc2)cc1 | 0.57

A different layout for 3 compounds above.
COc1ccc(C2SCCN2S(=O)(=O)c2ccccc2)cc1 (configuration not stated)
  Dicer inh = -0.35

Cn1c(NCc2ccccc2)nc(-c2cccs2)c(C#N)c1=O
  Dicer inh = 1.4

CCCCCOc1ccc(C2C(C(=O)OCC)=C(C)N=C3SC(C)C(=O)N32)cc1 (configuration not stated)
  Dicer inh = -0.16

Continuation:
smiles | Dicer inh
COc1ccccc1NC(=O)Nc1ccccc1OC | 12
COc1ccc(/C(O)=C2\C(=O)C(=O)N(c3nnc(C)s3)C2c2ccc(F)cc2)cc1 (configuration not stated) | 0.32
CC(=O)c1cc(C)ccc1OC(=O)c1ccc(Cl)cc1 | -0.24
Cc1cc(Oc2cc(C)c(Cl)c(C)c2)c2ccccc2n1 | -1.3
O=C1C(=O)N(Cc2ccc(Cc3ccc(CN4C(=O)C(=O)c5ccccc54)cc3)cc2)c2ccccc21 | -1.3
CC1=Nn2c(nnc2-c2ccc(Cl)cc2)SC1 | -0.07
COc1cccc(C2c3c(oc4cc(C)c(C)cc4c3=O)C(=O)N2c2nccs2)c1 (configuration not stated) | 1.1
Cc1ccc(C)n1-c1ccc(C2(O)CCSc3ccc(F)cc32)cc1 (configuration not stated) | 4*
CC1CCc2c(sc3nnn(CC(=O)N4CCCCC4)c(=O)c23)C1 (configuration not stated) | 2
CNC(=S)N(C)NC(=S)Nc1cc(Cl)cc(Cl)c1 | 0.59
COc1ccc(C2CC(c3ccc(F)cc3)Nc3nc(N)nn32)cc1OC (configuration not stated) | 0.09
O=S(=O)(c1ccc(Cl)cc1)N(Cc1cccs1)S(=O)(=O)c1ccc(Cl)cc1 | -0.94
COc1cc2nc(-c3cccs3)oc(=O)c2cc1OC | -2
CN(C)/C=C(\C#N)c1cccc(C(F)(F)F)c1 | -0.58
Cc1ccc(NS(=O)(=O)c2sc3ccc(Cl)cc3c2C)cc1 | 1.4

The results go on:
smiles | Dicer inh
c1cc(CNCc2ccc3c(c2)OCO3)ccn1 | 3.2*
c1cn(CCCNc2ncnc3sc4c(c23)CCCCC4)cn1 | -0.13
C=C(C)C1CC=C(C)C(OC(=O)c2ccccc2C(=O)O)C1 (configuration not stated) | 1.4
CN(C)C(=O)COc1ccc(S(=O)(=O)c2ccc(OCC(=O)N(C)C)cc2)cc1 | 1.2
CCN(CC)c1ccc(C2C(C(=O)OCCOC(C)C)=C(C)NC3=C2C(=O)CCC3)cc1 (configuration not stated) | 0.25
Nc1nnc(SCC(=O)N2CCc3ccccc3C2)s1 | 1.8
CC1C(=O)C(C)C(c2ccco2)NC1c1ccco1 (configuration not stated) | -0.05
CSC(=NC(C)C)NC(C)C | -0.6
Cn1c(=O)[nH]c(=O)c2c1ncn2CCNCc1ccco1 | 0.35
CC(=O)c1ccc(-c2c(Cl)cc(Cl)cc2Cl)o1 | -0.22
O=S(=O)(NCC(O)c1ccccc1)c1cc(Cl)sc1Cl (configuration not stated) | -0.71
Cc1nc(-c2cc(C#N)c(SCCC(=O)OC(C)(C)C)nc2C)cs1 | -0.62
C=CC[n+]1ccccc1/C=C1\Sc2ccccc2N1CC | -0.97
Clc1ccc(OCc2noc(-c3ccoc3)n2)c(Cl)c1 | 0.88
CCOc1ccc(S(=O)(=O)N(C(=O)c2ccco2)c2cc3sc(=O)oc3c3ccccc23)cc1 | 1.1

Remaining list, next part
smiles | Dicer inh
CCCCc1c(COC)nc(N)[nH]c1=O | 0.11
CSC1=C(C(=O)c2ccccc2)CC(CC(=O)O)C(=O)N1c1ccccc1 (configuration not stated) | -0.86
COc1ccccc1C1CC(c2ccccc2)=NN1c1ccccc1 (configuration not stated) | -0.1
CCOc1cc(C2C(C#N)=C(N)Oc3c2c(C)nn3-c2ccccc2)ccc1O (configuration not stated) | -7.3
COc1ccccc1-c1coc2cc(OC(=O)c3cncc(Br)c3)ccc2c1=O | 1.4
COC(=O)c1c(C)sc2c(C(F)(F)F)cc(OC)nc12 | -0.67
COC(=O)C1=C(C)N(c2cc(C)cc(C)c2)C(=O)C1 | 3.6*
CCCn1c(=O)c(C#N)nn(-c2ccccc2)c1=O | -0.03
CCn1c(SC)nc2c(c1=O)C1(CCCC1)Cc1ccccc1-2 | 0.48
Nc1ccc(N(c2ccccc2)c2ccc(N)cc2)cc1 | -0.2
CN(c1cnn(-c2ccc(Cl)cc2Cl)c(=O)c1Cl)n1cccc1 | -1.1
Cc1nc(-c2ccc(S(=O)(=O)N3CCCN(c4nc(-c5ccccc5)ns4)CC3)s2)cs1 | 0.24
CC(C)CCn1c(SCC(N)=O)nc2c1c(=O)[nH]c(=O)n2C | -0.93
CC(=O)N1Cc2ccccc2C(C)CC12CCCCC2 (configuration not stated) | -0.4
CS/C(=C(/C#N)S(=O)(=O)C(C)C)N1CCCC1 | -1.2

(continued)
smiles | Dicer inh
O=C1COCC(=O)N1CCc1c[nH]c2ccccc12 | -1.2
COc1cc(C)c(C(c2ccc(N(C)C)cc2)c2ccc(N(C)C)cc2)cc1C | -1.1
O=c1c2c3c(sc2ncn1Cc1ccccc1Cl)CCCC3 | -1.2
CCc1ccc2[nH]c(C(=O)NCc3cc(Cl)ccc3Cl)cc2c1 | -4.1
CC1CC(=O)Nc2ccccc2N1C(=O)Nc1ccccc1OC(F)(F)F (configuration not stated) | -0.85
N#Cc1c(C(F)(F)F)cc(-c2cccs2)nc1N1CCCCC1 | -0.25
CCc1ccc(C2C(C#N)=C(N)Oc3n[nH]c(-c4ccccc4)c32)cc1 (configuration not stated) | -3.7
COc1ccc(C(=O)c2sc3nc(-c4ccc(OC)cc4)ccc3c2N)cc1 | 0.01
c1ccc(CCc2nc(-c3cccnc3)no2)cc1 | 0.78
Cc1ccc(-c2ccc(C)c([N+](=O)[O-])c2)cc1[N+](=O)[O-] | -2.5
COC(=O)C1(C)CCC(C(=O)O)C1(C)C (configuration not stated) | 1.3
O=C(N/N=C/c1cccc(O)c1)N/N=C/c1cccc(O)c1 | 1.1
O=C(Nc1ccc(C(F)(F)F)cn1)Nc1ccc(-c2ccccc2)s1 | -1.8
Cc1ccc(S(=O)(=O)NC2C(C)(C)C3CC[C@]2(C)C3)cc1 (some centres not stated) | 1.5
O=C(COc1ccc(Cl)cc1)Nc1ccc(Cl)cn1 | 0.71
CCCn1c2ccccc2c2ccccc21 | 0.02
